# Assay outcomes from PubChem.
# GSK3A inh – human GSK-3 alpha kinase inhibition. ADP-Glo luminescence, 60 min. P49840. hit rate 0.1% among 320,000. inhibition, % at 10 µM. AID 2650;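 in the data active = inhibition above about 50%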;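 also: GST-tagged GSK-3 alpha with peptide substrate and 25 µM ATP; 0% = DMSO neutral wells and 100% = GW8510 positive control wells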
# HDAC3 inhib – human HDAC3 inhibition. AID 2718. recombinant HDAC3, fluorogenic peptide/trypsin coupled, fluorescence. hit rate 0.15% among 320,000. inhibition, % at 8.3 µM. O15379; in the data active = inhibition above about 26%, passing the limit was not always enough
# DYRK1A inh – Dyrk1A (rat) kinase inhibition; inhibition, % at 12.5 µM; Q63470; ADP-Glo luminescence, NFATc1 peptide; hit rate 0.43% among 310,000; in the data active = inhibition above about 50%;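 also: plate controls were vehicle with enzyme for no effect and no enzyme for full effect; many of its hits are not listed in these tables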
# RGS4 pot – RGS4 potentiation or activation | B-score at 10 µM | hit rate 0.92% among 310,000 | HEK293 M3R/inducible RGS4, carbachol calcium flux Fluo4; active compounds read low;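 active = B-score of the integrated calcium signal more than 4 SD below the library mean, with starting fluorescence not abnormally high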;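 also: negative B-score means reduced calcium response which marks RGS4 activation or potentiation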
#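 test system = HEK293 cells with stable M3R and inducible RGS4 | schedule = recording 10 s baseline at 1 Hz, 100 s post-agonist | technique = Fluo4-AM (2 µM) calcium-flux fluorescence, kinetic read | measure = Agonist-evoked peak-minus-minimum fluorescence over baseline, integrated ratio, B score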
# hERG protect – hERG (human) protection from proarrhythmic block. activation (rescue from dofetilide block), less the hit threshold, % at 10 µM. Q12809. hit rate 0.51% among 310,000. AID 1511. CHO-hERG, FluxOR thallium flux, dofetilide IC70 present;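 active = activation above the mean of controls blocked by dofetilide plus 5 SD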;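 also: thallium influx through hERG after potassium depolarization seen as dye fluorescence rise; in these data hits start at about 4.7%; inactives centre near -7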
# KCNQ1 block – human KCNQ1 channel inhibition; B-score at 10 µM; CHO-K1 KCNQ1, FluxOR thallium flux fluorescence; active compounds read high; P51787; hit rate 1.3% among 310,000; AID 2642;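 active = compounds whose thallium flux B-score, printed positive for inhibition, exceeds three library SD while starting fluorescence stays within three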;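 also: channel opened by potassium depolarization with thallium stimulus after 20 min compound exposure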
# PolyA inh – blocks polyadenylation in yeast reporter cells; S. cerevisiae SKY197-pL101 polyadenylation reporter, beta-gal luminescence; efflux-impaired pdr1/pdr3 knockout yeast; score 100 = 6 SD above DMSO; calls only at 12 µM; hit rate 0.02% among 300,000; AID 1875;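 active = lowest replicate activity score at least 50, where 100 means six control SD above control mean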;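 also: yeast exposed to compound for 9 h at 30 °C; higher score means more reporter readthrough which indicates perturbed polyadenylation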
# KCNK3 inh – human KCNK3 channel inhibition, primary screen; hit rate 0.84% among 340,000; AID 602410; CHO-KCNK3 thallium flux, FluxOR fluorescence; active compounds read low; B-score at 10 µM; O14649;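 active = B-score under library mean minus 4 SD, starting fluorescence ratio at most library mean plus 5 SD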;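 also: more negative B-score means stronger inhibition of thallium flux through KCNK3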
# Target sequence (O14649 whole entry, looked up): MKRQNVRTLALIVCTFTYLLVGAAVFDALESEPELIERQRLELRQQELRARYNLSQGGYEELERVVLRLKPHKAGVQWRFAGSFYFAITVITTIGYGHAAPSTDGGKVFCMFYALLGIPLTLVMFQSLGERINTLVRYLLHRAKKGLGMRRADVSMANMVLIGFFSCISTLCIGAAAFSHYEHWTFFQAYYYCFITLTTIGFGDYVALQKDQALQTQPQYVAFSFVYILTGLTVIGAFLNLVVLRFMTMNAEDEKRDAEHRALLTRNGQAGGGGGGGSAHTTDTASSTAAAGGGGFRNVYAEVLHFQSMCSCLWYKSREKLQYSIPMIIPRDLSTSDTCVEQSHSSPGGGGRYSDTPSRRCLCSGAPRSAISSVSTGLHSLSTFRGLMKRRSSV
# KCNQ1 pot – human KCNQ1 channel potentiation or activation | P51787 | CHO-K1 KCNQ1, thallium flux FluxOR fluorescence; active compounds read high | B-score at 10 µM | hit rate 0.35% among 310,000;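 active = fluorescence ratio B-score, a plate-corrected score, at least three library SD, with initial intensity B-score within 5 SD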
#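 System: CHO-K1 cells stably expressing KCNQ1 / Medium: assay buffer for compound exposure, DMSO matched across wells / Reagent: thallium- and potassium-containing depolarizing buffer / Compound: one concentration, matched DMSO / Incubation: 20 min compound pretreatment at room temperature / Measured by: kinetic FluxOR fluorescence, 10 s baseline plus 110 s post-stimulus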
# KCNK9 block – blocks the human KCNK9 two-pore domain potassium channel; hit rate 1.2% among 310,000; B-score at 10 µM; HEK293 KCNK9, FluxOR thallium flux fluorescence; active compounds read low; Q9NPC2; AID 488922;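 active = ratio B-score over 3 SD below the library mean, with starting fluorescence within 5 SD of its mean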;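 also: negative B-score means less thallium flux so channel inhibition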
# GSK3beta inhib – human GSK3beta kinase inhibition; activity score (negative = inhibition), % at 10 µM; hit rate 0.038% among 300,000; AID 2097; GST-GSK3beta kinase, ADP-Glo luminescence, 60 min; active compounds read low;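 active = more than half of replicate wells score below -50%, meaning over 50% inhibition versus plate controls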;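 also: 0% = median DMSO wells and -100% = median GW8510 positive control wells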
# Target sequence (P49841 whole entry, looked up): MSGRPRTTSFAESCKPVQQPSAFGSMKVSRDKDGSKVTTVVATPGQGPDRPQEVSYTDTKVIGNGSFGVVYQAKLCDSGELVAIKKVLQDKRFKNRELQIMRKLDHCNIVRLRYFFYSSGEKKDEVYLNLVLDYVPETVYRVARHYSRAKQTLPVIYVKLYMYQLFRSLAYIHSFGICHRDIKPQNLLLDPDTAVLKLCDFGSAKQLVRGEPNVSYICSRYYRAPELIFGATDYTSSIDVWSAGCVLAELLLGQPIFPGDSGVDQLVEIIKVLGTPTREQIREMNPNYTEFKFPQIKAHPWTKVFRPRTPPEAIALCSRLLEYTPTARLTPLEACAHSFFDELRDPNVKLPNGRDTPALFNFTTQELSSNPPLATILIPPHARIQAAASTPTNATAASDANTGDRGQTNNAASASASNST
#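 test system = GST-tagged human GSK3beta kinase, cell-free | reagent = 25 µM ATP with peptide substrate | dosing = one dose of 10 µM per compound | schedule = 60 min reaction, RT | detection = luminescent ADP-Glo measurement of ADP formed | control set = DMSO neutral wells and GW8510 at 20 µM as positive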
# * = called active by the depositor; i = inactive; nt = no result given.
# Under each structure: KCNK3 inh, RGS4 pot, HDAC3 inhib, KCNK9 block, KCNQ1 block, hERG protect, GSK3beta inhib, KCNQ1 pot, GSK3A inh, PolyA inh, DYRK1A inh
> CC(C)c1nc(SCC(=O)NC2CCCCC2)c2ccccc2n1
→ i, i, -7, i, i, -7, nt, i, 1, i, 10
> Cc1occc1C(=O)NNC(=S)NC(=O)COc1ccc(Cl)cc1Cl
→ i, -9.1*, -3, i, i, 62*, 2, 75*, -1, i, 13
> CCC(C)(C)NCC(=O)Nc1ccc(OC(F)(F)F)cc1
→ i, i, 6, i, i, -2, 2, i, -6, i, 5
> COc1ccc(/C=C/C(=O)Oc2ccc(/C=N\NC(=O)c3ccc(F)cc3)cc2)cc1
→ i, i, 6, i, i, -11, 2, i, 1, i, -1
> CC(=O)Nc1ccc(C2C(=O)c3ccccc3C2=O)cc1
→ i, i, -4, i, i, -7, 0, i, 1, i, -6
> Cc1ccc(-n2cccn2)c([C@@H]2C[C@H]3CN(C)C(=O)[C@]34CCCN24)c1
→ i, i, nt, i, i, -3, 2, i, nt, i, -9
> CC(NC(=O)COc1ccc(Br)cc1)C1CCCO1 (stereo unspecified)
→ i, i, 0, i, i, -6, 0, i, -3, i, 1
> CCN(CC)S(=O)(=O)c1ccc(NC(=O)COc2nc3ccccc3nc2N2CCOCC2)cc1
→ i, i, 2, i, i, -6, 1, i, 0, i, -4
> CCOC(=O)C1CCCN(Cc2nc(N)nc(Nc3ccc(OC)cc3)n2)C1 (stereo unspecified)
→ i, i, 2, i, i, -7, 1, i, -1, i, 2
> CCCS(=O)(=O)N1CCCC(C(=O)NCCCOC(C)C)C1 (stereo unspecified)
→ i, i, -9, i, i, -6, 1, i, 2, i, 2
> CCc1ccc(OCC(O)Cn2c(N3CCCCC3)nc3c2c(=O)[nH]c(=O)n3C)cc1 (stereo unspecified)
→ i, i, 2, i, i, -13, 8, i, 0, i, -2
> N#Cc1ccc(COc2cccnc2[N+](=O)[O-])cc1
→ i, i, -2, i, i, -2, 3, i, -1, i, 2
> CCn1ccnc1CN1CCc2c([nH]c3ccccc23)C1C(C)(C)C (stereo unspecified)
→ i, i, 6, i, i, -15, -2, i, 1, i, 4
> COC(=O)c1ccc(/C=N/N2CCN(Cc3ccccc3Cl)CC2)cc1
→ i, i, -2, i, i, -7, -2, i, 3, i, -6
> O=C(NN1C(=O)C2C3C=CC(C3)C2C1=O)c1ccncc1 (stereo unspecified)
→ i, i, -2, i, i, -10, -1, i, 0, i, -8
> COc1ccc(-c2cc(-c3ccc(C)cc3)nc(SCc3nnc(-c4ccccc4)o3)c2C#N)cc1OC
→ i, i, 3, i, i, -1, 5, i, 6, i, -6
> C[C@H](NC(=O)[C@@H]1CSC2c3ccccc3C(=O)N21)C(=O)NC1CCCCC1 (stereo partly specified)
→ i, i, 5, i, i, -7, 1, i, 9, i, 8
> CCCn1nnnc1NCc1cc(Br)ccc1OC
→ i, i, -2, i, i, -4, -18, i, 0, i, 9
> N#C/C(=C/c1ccc(Cl)cc1)NC(=O)c1ccccc1
→ i, i, 0, i, i, -10, 2, i, -1, i, 1
> COC(=O)c1ccccc1N(C)S(=O)(=O)c1cc2c3c(c1)CCC(=O)N3CCC2
→ i, i, -1, i, i, -15, 2, i, 1, i, -3
> O=C(Nc1ccc(Br)cc1)C1CCCN1S(=O)(=O)c1cccs1 (stereo unspecified)
→ i, i, -7, i, i, -10, 2, i, -3, i, 4
> CCC(=O)N1CCc2cc(S(=O)(=O)N3CCCCCC3)ccc21
→ i, i, -1, i, i, -5, nt, i, 5, i, 3
> COC(=O)c1ccccc1NC(=O)CSc1nnc(C(C)NC(=O)c2ccc(Cl)cc2Cl)n1C (stereo unspecified)
→ i, i, 1, i, i, -7, 3, i, 1, i, -2
> Cc1cccc(-c2nnn(C/C(N)=N/O)n2)c1
→ i, i, 2, i, i, -9, -1, i, -3, i, 4
> COc1ccc(NC(=O)CN2CCN(C(=O)C3CCCO3)CC2)c(OC)c1 (stereo unspecified)
→ i, i, -5, i, i, -3, -1, i, 0, i, -3
> COc1cc2[nH]c(=S)n(CCN3CCCCC3C)c(=O)c2cc1OC (stereo unspecified)
→ i, i, 11, i, i, -13, 3, i, -3, i, 2
> O=C(NCc1ccc(F)cc1)c1cnc2n(c1=O)CCS2
→ i, i, 2, i, i, 1, 3, i, 0, i, 1
> O=C(NCc1ccccc1)C12CC3CC(CC(Br)(C3)C1)C2
→ i, i, 8, i, i, -8, 1, i, 1, i, -6
> O=C(COC(=O)CCSc1ccc(Cl)cc1)Nc1ccc(F)cc1
→ i, i, -1, i, i, -10, 1, i, -2, i, -2
> CC(=O)C1=C(C)NC(SCC(=O)Nc2nc3ccccc3s2)=C(C#N)C1c1ccc(Cl)cc1 (stereo unspecified)
→ i, i, -2, i, 7*, -8, 2, i, -1, i, -3

# Some of the entries so far, tab-delimited:
Molecule	KCNK3 inh	RGS4 pot	HDAC3 inhib	KCNK9 block	KCNQ1 block	hERG protect	GSK3beta inhib	KCNQ1 pot	GSK3A inh	PolyA inh	DYRK1A inh
COC(=O)c1ccccc1NC(=O)CSc1nnc(C(C)NC(=O)c2ccc(Cl)cc2Cl)n1C (stereo unspecified)	i	i	1	i	i	-7	3	i	1	i	-2
Cc1cccc(-c2nnn(C/C(N)=N/O)n2)c1	i	i	2	i	i	-9	-1	i	-3	i	4

# (listing goes on)
# Under each structure: KCNK3 inh, RGS4 pot, HDAC3 inhib, KCNK9 block, KCNQ1 block, hERG protect, GSK3beta inhib, KCNQ1 pot, GSK3A inh, PolyA inh, DYRK1A inh
> COc1ccc(C2c3[nH]c4ccccc4c3CCN2C(=O)c2cn3ccccc3n2)c(F)c1 (stereo unspecified)
→ i, i, 12, i, i, -16, -1, i, 0, i, 0
> O=C(CCN(CCO)Cc1ccccc1)Nc1ccc(Br)cc1
→ i, i, 1, i, i, -8, 4, i, -1, i, 0
> CCCc1nnc(SCC(=O)Nc2nnc(CC)s2)n1CC1CCCO1 (stereo unspecified)
→ i, i, 0, i, i, -7, 2, i, -1, i, -1
> Cc1ccc(OCC(=O)NNC(=O)CCC(=O)Nc2ccc(C)cc2C)cc1
→ i, i, -6, i, i, -8, 1, i, -1, i, 9
> Cc1cc(N2CCCC(C(=O)Nc3cccc(Cl)c3)C2)n2ncnc2n1 (stereo unspecified)
→ i, i, 2, i, i, 1, -1, i, 1, i, -4
> O=C(CCCc1ccccc1)NCCS(=O)(=O)N1CCN(c2ccccc2F)CC1
→ i, i, -9, i, i, -12, 2, i, -4, i, -1
> CCNc1nc(NC(C)C)nc(NS(=O)(=O)c2ccc(N)cc2)n1
→ i, i, 2, i, i, -17, 0, i, 0, i, 13
> CCSc1nnc(NC(=O)c2cccs2)s1
→ i, i, 6, i, i, -12, 2, i, -2, i, -7
> O=C(c1coc2ccc(O)c(CN3CCOCC3)c12)C1CC1
→ i, i, -2, i, i, -6, -7, i, 38, i, -1
> O=C(COC(=O)C1CC(=O)N(C2CCCCC2)C1)c1ccc(F)cc1 (stereo unspecified)
→ i, i, 1, i, i, -9, 0, i, -1, i, 2
> N#Cc1c2c(c(=S)n(-c3ccccc3)c1N)CCCC2
→ i, i, 1, i, i, 0, -5, i, 2, nt, 34
> Cc1cc(OCC(O)CN2CCCC2)cc(C)c1Cl (stereo unspecified)
→ i, i, -3, i, i, -6, 2, i, -3, i, 5
> CC(C)[C@H](NC(=O)NCCC1=CCCCC1)C(=O)O
→ i, i, -1, i, i, -13, 0, i, 0, i, -1
> CNC(=O)c1cc2cc(Cl)cc(OC)c2oc1=O
→ i, i, -6, i, i, -4, 2, i, 2, i, 13
> COC(CNC(=O)c1cccnc1)OC
→ i, i, 0, i, i, -8, 3, i, -1, i, -2
> CCOC(=O)Cc1csc(NC(=O)c2ccc(OC)c(OC)c2)n1
→ i, i, nt, i, i, -12, 1, i, nt, i, -2
> O=c1c(/C=N/O)c(Nc2ccccc2)nc2ccccn12
→ i, i, 3, i, i, 1, 2, i, 2, i, nt
> Cc1ccc(S(=O)(=O)N(CC(=O)NCCC2=CCCCC2)Cc2ccccc2F)cc1
→ -9.4*, i, 14, i, i, -9, -1, i, -3, i, -6
> O=S(=O)(Nc1cccc(Cl)c1)c1ccc2oc(=S)[nH]c2c1
→ i, i, 1, i, i, -11, 4, i, 1, i, -3
> Cc1ccc2nc(SC(C)C(=O)N3CCOCC3)[nH]c2c1 (stereo unspecified)
→ i, i, 13, i, i, -12, 2, i, -3, i, -15
> Cc1csc(Sc2nc3c(c(=O)[nH]c(=O)n3C)n2CCCc2ccccc2)n1
→ i, i, -4, i, i, 1, -1, i, 0, i, 0
> CN(C)c1ccc(N/C(N)=N/c2nc(C(F)(F)F)cc(C(F)(F)F)n2)cc1
→ i, i, -10, i, i, -17, 1, i, -3, i, 0
> Cc1ccc(S(=O)(=O)NNC2=NS(=O)(=O)c3ccccc32)c(C)c1
→ i, i, -5, i, i, -3, 0, i, -7, i, 5
> c1nc2n(n1)C1=C(CCCC1)C1(CCCCC1)N2
→ i, i, 3, i, i, -9, 4, i, 0, i, -12
> NS(=O)(=O)c1ccc(CCNC(=O)c2ccc(NC3=NC4CS(=O)(=O)CC4S3)cc2)cc1 (stereo unspecified)
→ i, i, 2, i, i, -6, 2, i, 3, i, 1
> CC(=O)N1CCN(Cc2nc3ccc(Cl)cc3n2CCO)CC1
→ i, i, -11, i, i, -2, -1, i, 5, i, 17
> CCOCC(=O)Nc1ccc(S(=O)(=O)NCCc2ccccc2)cc1
→ i, i, 4, i, i, -10, 1, i, 5, i, -4
> O=C(CCCc1nc2ccccc2s1)NCc1ccccc1F
→ i, i, -2, i, i, -9, 1, i, -2, i, -1
> O=C(c1ccc(F)cc1)N1CCN2C(=O)c3ccccc3C12c1ccccc1 (stereo unspecified)
→ i, i, -1, i, i, -12, 9, i, 1, i, 4
> COc1cc(C)c(Br)cc1S(=O)(=O)N1CCOCC1
→ i, nt, -1, nt, nt, nt, 1, nt, -2, i, 0
> CC(=O)N1c2ccc(S(=O)(=O)N(C)C3CCCCC3)cc2CC1C (stereo unspecified)
→ i, i, -3, i, i, -6, 4, i, -1, i, -3
> COc1ccc(N2CCN(C(=O)C(=O)c3cn(CC(=O)N4CCOCC4)c4ccccc34)CC2)cc1
→ i, i, -1, i, i, -7, -1, i, 2, i, 4
> Nn1c(SCC(=O)Nc2ccccc2)nnc1C1CCCCC1
→ i, i, -3, i, i, -7, 2, i, -2, i, 0
> Cc1noc(C)c1CSc1nc2sc3c(c2c(=O)n1C)CCCC3
→ i, i, -5, i, i, -8, 0, i, -4, i, 1

# These rows are one share of the data; rates above refer to the full screens.
